TRHR PAM = qHTS for Small Molecule Agonists and Allosteric Enhancers of Human TRH Receptor: Primary Screen for Enhancers. Thyrotropin-releasing hormone receptor (Homo sapiens), P34981. TRHR cells, fluo-8 calcium fluorescence, EC20 TRH enhancement. enhancement, % at 2 µM. actives 0.66% (n = 360,000). AID 493056, 2011; in the data active means enhancement above about 30%; further: 0% is about no effect
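TRHR-expressing cells loaded with fluo-8 calcium dye were read kinetically (ex 480/em 530) during compound addition, then stimulated with an EC20 of TRH (10 nM final). Enhancement of the Gq-mediated intracellular calcium response was scored.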
D1 antagonist = Antagonist of Human D 1 Dopamine Receptor: qHTS | D(1A) dopamine receptor (Homo sapiens), P21728 | HEK293 TREx D1 cells, calcium flux, dopamine EC80; active compounds read low | activity change, negative = inhibition, % at 10 µM | actives 3.2% (n = 360,000) | AID 504652, 2011; in the data active means activity change below about -30%; further: on the % scale 0 is the no-effect control and ±100 the full control effect
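Using tetracycline-induced force-coupled D1 Hek293 cells and a calcium dye, signals were followed for 180 s after compound, then for 180 s after EC80 dopamine, to detect inhibitors.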
D2 potentiator = HTS Assay for Positive Allosteric Modulators of the Human D2 Dopamine Receptor: Primary Screen for Potentiators. D(2) dopamine receptor (Homo sapiens), P14416. potentiation, % at 10 µM. actives 0.34% (n = 340,000). HEK293 T-REx D2, calcium flux, EC20 dopamine potentiation;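 active means potentiation over 3 SD above the plate norm, cut at about 30% in these data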; further: 0% is about no effect
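Cells plated with tetracycline inducer and held overnight at 30 C; calcium dye loaded 30–90 min at room temperature; baseline taken, compound added and read 180 s; EC20 dopamine then added and read 180 s.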
RXFP1 antagonist = qHTS Assay for Antagonists of the Relaxin Receptor RXFP1 | HEK293-RXFP1, relaxin-stimulated cAMP HTRF, 30 min; active compounds read low | activity change, negative = inhibition, % at 57.5 µM | actives 0.59% (n = 350,000);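 active means activity change of -60% or lower, but not beyond a set lower limit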; further: on the % scale 0 is the no-effect control and ±100 the full control effect
Target sequence (Q9HBX9 whole entry, looked up): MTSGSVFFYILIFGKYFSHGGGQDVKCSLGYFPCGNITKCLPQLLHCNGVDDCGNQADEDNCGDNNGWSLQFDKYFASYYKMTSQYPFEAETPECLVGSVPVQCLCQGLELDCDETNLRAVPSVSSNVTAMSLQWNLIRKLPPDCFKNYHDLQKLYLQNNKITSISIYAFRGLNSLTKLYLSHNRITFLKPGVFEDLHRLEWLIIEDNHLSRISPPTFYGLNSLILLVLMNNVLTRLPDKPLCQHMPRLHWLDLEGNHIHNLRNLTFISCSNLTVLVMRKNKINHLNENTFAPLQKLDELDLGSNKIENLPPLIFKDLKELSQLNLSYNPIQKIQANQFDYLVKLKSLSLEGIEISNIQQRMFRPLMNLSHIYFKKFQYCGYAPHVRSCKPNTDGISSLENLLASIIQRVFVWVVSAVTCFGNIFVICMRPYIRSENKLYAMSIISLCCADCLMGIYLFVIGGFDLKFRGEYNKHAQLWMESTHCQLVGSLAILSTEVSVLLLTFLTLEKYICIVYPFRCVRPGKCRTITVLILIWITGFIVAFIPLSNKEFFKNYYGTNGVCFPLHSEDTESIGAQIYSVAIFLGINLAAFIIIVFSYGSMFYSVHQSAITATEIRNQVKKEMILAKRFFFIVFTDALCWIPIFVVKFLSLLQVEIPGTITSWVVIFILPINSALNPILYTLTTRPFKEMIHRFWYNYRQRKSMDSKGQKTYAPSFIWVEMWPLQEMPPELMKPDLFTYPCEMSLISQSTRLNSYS
TRHR ag = qHTS for Small Molecule Agonists and Allosteric Enhancers of Human TRH Receptor: Primary Screen for Agonists; Thyrotropin-releasing hormone receptor (Homo sapiens), P34981; TRHR cells, calcium flux fluo-8, FDSS agonist mode; activation, % at 2 µM; actives 0.18% (n = 360,000); AID 493084, 2011; further: 0% is about no effect
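Agonist-mode FDSS calcium read (Ex 480/Em 530, 1 s cycles) in 1536-well TRHR cells with fluo-8 dye, after 10-cycle baseline and 23 nL compound addition; TRH at EC20 (10 nM final) added afterwards for the enhancer phase.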
D2 antag = HTS Assay for Allosteric Antagonists of the Human D2 Dopamine Receptor: Primary Screen for Antagonists. inhibition, % at 10 µM. HEK293 TREx D2 cells, calcium flux, dopamine EC80. actives 2% (n = 340,000). D(2) dopamine receptor (Homo sapiens), P14416; in the data active means inhibition above about 30%; further: 0% is about no effect
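HEK293 T-REx D2 cells, tet-induced, calcium dye no-wash. Cpd pintool add, 180 s kinetic, then EC80 DA, 180 s kinetic. Ca flux read.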
D1 potentiator = Potentiators of Human D1 Dopamine Receptor: qHTS. HEK293 TREx D1 cells, calcium flux, dopamine EC20 potentiation. potentiation, % at 10 µM. actives 0.036% (n = 360,000). AID 504651, 2011; in the data active means potentiation above about 30%; further: 0% is about no effect
D1 ag = Allosteric Agonists of the Human D1 Dopamine Receptor: qHTS. D(1A) dopamine receptor (Homo sapiens), P21728. HEK293 T-REx D1 cells, calcium flux, agonist mode. activation, % at 2 µM. actives 1% (n = 360,000). AID 504660, 2011; further: 0% is about no effect
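Tetracycline-induced HEK293 TREx D1 cells, force-coupled to calcium signalling, were dye-loaded with a no-wash calcium kit. Compound was pin-added after a 10 s baseline. Fluorescence was read kinetically at 1 cycle/s for 180 s, with calcium rises flagged as agonism.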
D2 agonist = HTS Assay for Allosteric Agonists of the Human D2 Dopamine Receptor: Primary Screen for Agonists. D(2) dopamine receptor (Homo sapiens), P14416. HEK293 T-REx D2 cells, calcium flux agonist mode. activation, % at 2 µM. actives 0.53% (n = 340,000);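 active means activation over 3 SD above normal in the single-dose calcium agonist read, cut at about 30% in these data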; further: 0% is about no effect
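Agonism scored from kinetic calcium signal (1 read/sec, 180 s) following compound pin transfer, after a 10 s baseline. Cells: HEK293 Trex line expressing inducible D2 receptor coupled to calcium, dye-loaded after overnight culture at 30 C.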
* hit, by the source's call; x = no result given; & = joins results of further samples; ! = not confirmed by another sample. Unless noted, no stated cut-off is given here; in the data, active means activation above about 30%; inactive means the rest.

SMILES	TRHR PAM	D1 antagonist	D2 potentiator	RXFP1 antagonist	TRHR ag	D2 antag	D1 potentiator	D1 ag	D2 agonist
O=C(NC1CCN(C(=O)Nc2ccc(F)cc2)CC1)c1cccc(F)c1	6	12	4	-12	0.1	2	-6	1	0.4
CC(C)c1ccc(CNC(=O)CSCC(=O)Nc2ccc3ccccc3c2)cc1	-4	1	11	-3	0.6	-19	3	9	1.2
OC1(c2cccc(F)c2)CCN(Cc2ccncc2)CC1	-1	-1	-22	-5	0.5	56*	2	3	-0.3
Cc1ccc(OCC(=O)Nc2ccc3c(c2)CCC3)c([N+](=O)[O-])n1	-2	1	-1	-5	1.7	0	-7	1	1.6
CN(C)/C=N/N(C)c1ncccc1[N+](=O)[O-]	27	13	-2	-10	-0.1	8	-2	2	0.1
Cc1ccc(C(=O)Nc2nnc(S(=O)(=O)N3c4ccccc4CC3C)s2)cc1 (configuration not stated)	-4	-17	-7	-24	0.2	x	-2	0	1.3
O=C(COC(=O)Cc1ccc(-c2ccccc2)cc1)NCc1ccccc1	0	2	-2	-11	0.0	-2	-2	5	-0.4
Cc1nn(C(C)C)c(C)c1CN1CCCC(CCC(=O)NCc2ccccc2F)C1 (configuration not stated)	-1	6	-7	-13	0.0	-9	-1	1	0.5
Cc1ccc(-c2cc3c(n2-c2ccccc2F)CC(C)(C)CC3=O)cc1	-9	-16	9	-14	1.4	x	-3	3	0.0
Cn1c(CCC(N)=O)nnc1SCC(=O)Nc1ccccc1C(=O)NC1CC1	-8	17	-7	-5	0.3	31*	6	1	0.8
COc1ccc(C(=O)NC(=O)N2CCCCC2)cc1	-4	0	6	1	0.2	-4	5	2	1.4
O=C(Oc1ccc(OC(=O)C2CCC2)cc1)C1CCC1	-1	-36*	-6	-5	-0.4	x	0	2	x
COc1cccc(OC)c1Cn1nnc2c(=O)[nH]c(C3CCN(C(=O)c4ccccc4)CC3)nc21	1	7	14	-16	-1.3	x	-1	-1	-1.2
Cc1c2ccccc2nc2c(F)c(NCCO)c(F)c(F)c12	11	5	10	-8	37*	-6	-5	29	22
COc1ccccc1CCC(=O)OCC(=O)NC1CCCCC1	1	-13	-7	3	0.3	9	-1	0	0.1
CC(=O)N1[C@H](C)C=C[C@]1(Cc1ccccc1)C(=O)O	-8	0	-4	x	0.3	-2	-1	-2	1.4
COc1ccc(CCNC(=O)CCNC(=O)c2ccco2)cc1OC	-2	-3	11	5	0.7	-20	6	1	1.1
Cc1ccc(S(=O)(=O)N2CCOC2CNC(=O)C(=O)NCc2ccco2)cc1 (configuration not stated)	2	-4	1	-2	0.1	-4	-2	-3	-0.7
COC(=O)c1cc(NC(=O)C2CC(=O)NC(=NCc3ccc(OC)cc3)S2)cc(C(=O)OC)c1 (configuration not stated)	-3	5	3	12	-1.8	4	-4	1	2.8
CC(=O)c1ccc(OCCCC(=O)NNC(=O)c2ccccn2)cc1	0	-7	-3	11	0.4	8	-2	1	-0.3

Part of the list above in order of SMILES length, highest first.
SMILES	TRHR PAM	D1 antagonist	D2 potentiator	RXFP1 antagonist	TRHR ag	D2 antag	D1 potentiator	D1 ag	D2 agonist
COC(=O)c1cc(NC(=O)C2CC(=O)NC(=NCc3ccc(OC)cc3)S2)cc(C(=O)OC)c1 (configuration not stated)	-3	5	3	12	-1.8	4	-4	1	2.8
COc1cccc(OC)c1Cn1nnc2c(=O)[nH]c(C3CCN(C(=O)c4ccccc4)CC3)nc21	1	7	14	-16	-1.3	x	-1	-1	-1.2
Cc1ccc(S(=O)(=O)N2CCOC2CNC(=O)C(=O)NCc2ccco2)cc1 (configuration not stated)	2	-4	1	-2	0.1	-4	-2	-3	-0.7
Cc1nn(C(C)C)c(C)c1CN1CCCC(CCC(=O)NCc2ccccc2F)C1 (configuration not stated)	-1	6	-7	-13	0.0	-9	-1	1	0.5
Cn1c(CCC(N)=O)nnc1SCC(=O)Nc1ccccc1C(=O)NC1CC1	-8	17	-7	-5	0.3	31*	6	1	0.8
O=C(NC1CCN(C(=O)Nc2ccc(F)cc2)CC1)c1cccc(F)c1	6	12	4	-12	0.1	2	-6	1	0.4
CC(=O)N1[C@H](C)C=C[C@]1(Cc1ccccc1)C(=O)O	-8	0	-4	x	0.3	-2	-1	-2	1.4
CC(=O)c1ccc(OCCCC(=O)NNC(=O)c2ccccn2)cc1	0	-7	-3	11	0.4	8	-2	1	-0.3
COc1ccc(CCNC(=O)CCNC(=O)c2ccco2)cc1OC	-2	-3	11	5	0.7	-20	6	1	1.1
Cc1c2ccccc2nc2c(F)c(NCCO)c(F)c(F)c12	11	5	10	-8	37*	-6	-5	29	22
O=C(Oc1ccc(OC(=O)C2CCC2)cc1)C1CCC1	-1	-36*	-6	-5	-0.4	x	0	2	x
COc1ccccc1CCC(=O)OCC(=O)NC1CCCCC1	1	-13	-7	3	0.3	9	-1	0	0.1
COc1ccc(C(=O)NC(=O)N2CCCCC2)cc1	-4	0	6	1	0.2	-4	5	2	1.4

(next part)
SMILES	TRHR PAM	D1 antagonist	D2 potentiator	RXFP1 antagonist	TRHR ag	D2 antag	D1 potentiator	D1 ag	D2 agonist
CCOC(=O)/C(C#N)=N/Nc1ccccc1C#N	1	-17	1	0	0.1	2	4	3	-0.5
O=C(COc1ccccc1)NNC(=S)NC(=O)c1ccc(Cl)cc1Cl	12	-4	x	-6	-0.3	x	6	17	x
O=C(N/N=C/c1ccccc1O)C1CC(=O)N(c2ccc(F)cc2)C1 (configuration not stated)	1	-12	-19	-19	-0.3	-30	3	2	0.6
Cc1ccc(S(=O)(=O)N2CCCN(C)c3nc4ccccc4nc32)cc1	3	-16	-9	-1	2.3	10	-3	6	0.5
CN(C)S(=O)(=O)c1cccc(NC(=O)CN2C(=O)NC(CCc3ccccc3)C2=O)c1 (configuration not stated)	-2	-7	-7	-12	0.5	7	-3	3	0.1
COc1ccc(CNC(=O)CS(=O)Cc2nc(-c3ccc(OC)c(OC)c3)oc2C)cc1 (configuration not stated)	-6&-3	-5&-12	-5&-4	7&-15	0.4&0.0	-22	4&-2	3&-1	-3.3&-1.8
Cc1ccc(NC(=S)N2CCC(N(C)CC3CCCO3)CC2)c(C)c1 (configuration not stated)	4	12	8	8	0.5	-4	-1	0	-0.8
COc1ccc(S(=O)(=O)Nc2ccccc2C(=O)N2CCOCC2)cc1OC	-1	2	2	-4	0.5	29	-7	1	0.3
COC(=O)CC1C(=O)NCCN1C(=S)Nc1ccc(F)cc1 (configuration not stated)	-3	-37*	-4	0	0.5	8	-5	2	0.9
COc1ccc(-c2ccc(=O)n(CC(=O)Nc3ccc(N(C)C)cc3)n2)cc1	4	-2	3	1	-0.8	x	1	1	0.1
CC(=O)c1c(C)[nH]c(C(=O)CN2C(=O)NC(CCc3ccccc3)C2=O)c1C (configuration not stated)	-2	13	-10	-6	1.3	-28	4	4	0.1
CCCCNc1c(-c2ccc(-c3cccc(Cl)c3)cc2)nc2ccccn12	-2	-12	17	x	0.0	-1	-3	6	0.0
COc1ccc(CNc2n[nH]c(NCc3ccc(OC)c(OC)c3)n2)cc1OC	-5	-24	3	-6	0.1	0	1	-1	0.2
CC1CCCCC1NS(=O)(=O)c1ccc(S(=O)(=O)NCc2ccncc2)cc1 (configuration not stated)	0	-29	-1	-23	-0.5	4	-5	15	-0.4
Cc1cc(C)n2nc(SCc3nnc(SCc4ccccc4C)s3)nc2n1	0	-26	14	2	-0.3	-17	-4	7	-2.4
O=C(Nc1ccc(F)cc1F)c1cc(Cl)sc1Cl	0	4	5	-2	-1.0	4	14	2	0.1
O=C1SC(SC(=Nc2ccccc2)Nc2ccccc2)C(=O)N1c1ccccc1 (configuration not stated)	-1	2	23	-9&-18	-0.4	-2	-4	1	0.3
COc1ccccc1CNC(=O)/C=C/c1ccc(S(=O)(=O)NCc2ccco2)cc1	8	9	1	-3	-0.2	-12	-4	0	-0.9
O=C(Nc1cccc(Cl)c1Cl)Nn1cnnc1	6	7	1	6	1.1	-7	0	-1	-0.3
O=C1NC(c2cccc(Br)c2)=N/C1=C\c1ccco1	2	0	6	-18	3.0	0	2	3	2.8
Cc1cccn2c3c(c(=O)nc12)C(c1ccc(F)cc1)CC(=O)N3 (configuration not stated)	1	-7	7	3	0.2	x	0	5	0.2
CCOc1ccc(C(=O)NCC(=O)NCCCSc2ccccc2)cc1OCC	0	-6	-1	-12	-0.8	7	-5	4	-0.7
O=C(O)CC(NC(=O)CCC1CCCCC1)c1cc([N+](=O)[O-])ccc1Cl (configuration not stated)	5	-20	6	-21	-0.2	-28	0	8	-1.3
CN1/C(=C\C(=S)NC(=O)c2ccc([N+](=O)[O-])cc2)C(C)(C)c2ccccc21	48*	-5	19	-3	-0.8	-20	-5	1	-1.1
S=C(c1ccc[nH]1)N1CCOCC1	8	-13	-4	0	0.4	-8	0	1	0.5
O=C(Cn1cc2c(n1)CCCCC2)NC1CCN(Cc2ccccc2)CC1	5	11	4	x	1.1	0	x	3	0.7
COc1ccc(OC)c(S(=O)(=O)NCc2ccc(N3CCN(C)CC3)cc2)c1	2	0	-3	-10	0.9	1	5	4	0.4
CN1CC(=O)N/C1=N\C(=O)Nc1ccc(O)cc1	54*	2	10	8	0.6	-8	2	4	1.6
Cc1ccc(NC(=O)Cc2ncon2)cc1Cl	0	-45*	x	-14	0.8	x	-3	1	x
CC1CCC(C(C)C)C(OC(=O)Cn2c(-c3ccc(Br)cc3)[n+](C)c3ccccc32)C1 (configuration not stated)	-4&-5	-3&-4	-14&9	-81*!	0.1&-0.6	17&-4	-2&-4	-4&10	-0.1&-0.1

Screening data: PubChem BioAssay, National Center for Advancing Translational Sciences (NCATS)
